# Pol beta inh – qHTS Assay for Inhibitors of DNA Polymerase Beta. hit rate 1.3% among 340,000. Pol beta primer extension/strand displacement, fluorescence kinetic. AID 485314, 2010. Potency, µM (series often up to 114 µM), for inactives: at the top dose activity change, negative = inhibition, most hits filed as inhibitors; also: potency is read from the fitted curve at half-maximal effect; % is scaled to controls: 0 for no effect and ±100 for the full control effect
#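 10 nM enzyme + cpd, 15 min RT; start with substrate 50 nM final; read 0 min and after 10 min RT. Corrected, normalized data; 4-parameter Hill curve fit.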
# LDHA inh – qHTS assay for inhibitors of human lactate dehydrogenase; purified LDHA, NADH/diaphorase-resazurin fluorescence; active compounds read low; activity change, % (values are at about 110 or 230 µM); hit rate 0.15% among 480,000; AID 1347041, 2019; in the data active = activity change below about -30%; inconclusive = mostly about -25% to -30%;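 also: plate controls were DMSO wells for no effect and wells without enzyme for full effect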
#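 Remaining NADH was detected by diaphorase (0.133 mg/mL) converting 37 µM resazurin to fluorescent resorufin, read at 0 and 20 minutes. The preceding 5-minute room-temperature reaction used 2 nM LDHA, 0.2 mM sodium pyruvate and 0.06 mM NADH at pH 7.4.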
# ALOX12 inh – Primary qHTS assay for inhibitors of human arachidonate 12S-lipoxygenase (ALOX12): Round 2. Potency, µM (highest dose often 108 µM), inactives show at the top dose activity change, negative = inhibition, most hits filed as inhibitors. AID 1671190, 2021. purified 12hLO, xylenol orange hydroperoxide absorbance. hit rate 1.1% among 580,000; also: potency is read from the fitted curve at half-maximal effect; % is scaled to controls: 0 for no effect and ±100 for the full control effect
#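 Purified human 12hLO (150 nM final) in 25 mM Hepes, 0.01% Triton X-100, pH 7.0 was preincubated 15 min at room temperature with compound. Then 40 uM arachidonic acid was added, 30 min. Hydroperoxide was read by Fe-XO absorbance ratio 573/405 nm.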
# Anesthetic bind – qHTS Assay for Identification of Novel General Anesthetics. Ferritin light chain (Equus caballus), P02791. apoferritin/1-aminoanthracene competitive binding, fluorescence. Potency, µM (top dose mostly 77.5 µM), for inactives: at the highest dose activity change, negative = displacement, most hits filed as inhibitors. hit rate 0.074% among 350,000. AID 485281, 2010; also: potency is read from the fitted curve at half-maximal effect; % is scaled to controls: 0 for no effect and ±100 for the full control effect; nearly all actives have a fitted effect of over 20% in size
# Target sequence (P02791 2-175 limits assumed): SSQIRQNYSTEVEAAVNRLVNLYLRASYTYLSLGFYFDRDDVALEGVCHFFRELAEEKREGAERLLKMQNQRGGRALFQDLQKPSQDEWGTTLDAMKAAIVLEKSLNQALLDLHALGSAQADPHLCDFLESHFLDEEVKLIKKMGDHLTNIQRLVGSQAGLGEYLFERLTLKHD
#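 Steps: apoferritin (10 uM) was premixed with half-saturated 1-AMA in PBS, compounds were pin-transferred, plates stood 10 min at room temperature, fluorescence was read at 380/535 nm, and curves were fitted with a Hill equation.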
# RGS4 inh – Inhibitors of Regulator of G Protein Signaling (RGS) 4: qHTS. Potency, µM (highest dose often 114 µM), inactives show top-dose activity change, negative = inhibition, most hits filed as inhibitors. Regulator of G-protein signaling 4 (Homo sapiens), P49798. Transcreener GDP fluorescence polarization, RGS4-accelerated GTP hydrolysis. hit rate 0.039% among 390,000; also: potency is read from the fitted curve at half-maximal effect; % is scaled to controls: 0 for no effect and ±100 for the full control effect; nearly all actives have a fitted effect of over 75% in size; some results filed as inactive show a strong effect at the top dose
# Target sequence (P49798 whole entry, looked up): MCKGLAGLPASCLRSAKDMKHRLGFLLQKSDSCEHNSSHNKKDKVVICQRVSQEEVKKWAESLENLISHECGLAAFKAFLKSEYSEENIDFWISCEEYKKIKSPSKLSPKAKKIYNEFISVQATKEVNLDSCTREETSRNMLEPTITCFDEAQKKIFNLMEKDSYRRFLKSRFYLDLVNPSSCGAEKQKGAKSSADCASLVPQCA
#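 MLSMR compounds (23 nl, pin-transferred) preincubated 10 min at room temperature with a 500nM (2x) first reagent, then RGS4 at 900nM (2x) plus Transcreener GDP mix added; fluorescence polarization (620/688 nm) read before and after 90 min at 30 °C.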
# APEX1 inh – qHTS Assay for Inhibitors of the Human Apurinic/apyrimidinic Endonuclease 1 (APE1). DNA repair nuclease/redox regulator APEX1 (Homo sapiens), P27695. recombinant APE1, TAMRA/BHQ-2 abasic DNA cleavage fluorescence. Potency, µM (titrated, usually from 65.8 µM), inactives show at the top dose activity change, negative = inhibition, most hits filed as inhibitors. hit rate 0.35% among 350,000;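 also: potency is read from the fitted curve at half-maximal effect; plate controls were vehicle for no effect and reference inhibitor for full effect; nearly all actives have a fitted effect of over 55% in size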
# Target sequence (P27695 whole entry, looked up): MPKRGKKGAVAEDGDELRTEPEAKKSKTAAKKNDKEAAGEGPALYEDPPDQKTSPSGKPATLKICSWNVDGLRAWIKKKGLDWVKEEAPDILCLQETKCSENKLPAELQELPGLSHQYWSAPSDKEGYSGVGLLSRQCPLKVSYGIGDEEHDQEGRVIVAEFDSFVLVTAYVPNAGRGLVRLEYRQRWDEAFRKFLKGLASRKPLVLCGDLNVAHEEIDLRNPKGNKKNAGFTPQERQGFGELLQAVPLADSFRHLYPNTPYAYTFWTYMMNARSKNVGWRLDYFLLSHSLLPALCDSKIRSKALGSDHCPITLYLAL
#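 Endonuclease cleavage of a quenched abasic-site DNA duplex (50 nM) by APE1 (0.75 nM) was tracked by TAMRA dequenching. Compounds were preincubated with enzyme 15 min at room temperature; data normalized to buffer-only and DMSO wells plus NSC13755 control.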
# POLH inh – qHTS for Inhibitors of Polymerase Eta; recombinant Pol eta, fluorescent DNA replication assay; Potency, µM (titrated, usually from 114 µM), for the others: top-dose activity change, negative = inhibition, actives largely listed as inhibitors; hit rate 1.2% among 390,000; AID 588591, 2011; also: potency is read from the fitted curve at half-maximal effect; % is scaled to controls: 0 for no effect and ±100 for the full control effect
#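 Fluorescent replication assay: 50 nM final substrate added after a 15 min room-temperature compound preincubation with 10 nM enzyme. Signal taken at 0 min and again at 10 min.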
# POLK inh – qHTS for Inhibitors of Polymerase Kappa | purified Pol kappa, fluorescent DNA synthesis assay, 10 min | Potency, µM (titrated, usually from 107 µM), for inactives: at the highest dose activity, negative = inhibition, most hits filed as inhibitors | hit rate 0.53% among 400,000 | AID 588579, 2011; also: potency is read from the fitted curve at half-maximal effect; % is scaled to controls: 0 for no effect and ±100 for the full control effect
#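 Fluorescent qHTS in 1536-well format: enzyme (10 nM) and compound sat 15 min at room temperature before 50 nM substrate (final) was added. Signal taken at 0 and 10 min; no-enzyme buffer wells were negative controls.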
# ERG Ets-DNA blk – qHTS for Small Molecule Inhibitors of the ERG Ets/DNA interaction; AID 624246, 2012; Potency, µM (series often up to 76.9 µM), inactives show at the highest dose FP activity, negative = inhibition, usual class: inhibitors; fluorescence polarization, His-ERG Ets domain / labelled DNA; hit rate 0.028% among 370,000; Transcriptional regulator ERG (Homo sapiens), P11308; active = well fitted inhibition curve with a large enough effect in the polarisation, with a control signal flat; inconclusive = small, poorly fitted or top-dose-only effect, or effect the other way, or a change in a side signal; inactive = no such curve, though single readings can be large or run the other way; the % refers to the polarisation;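 also: polarization taken with two DNA probes labelled with fluorescein and Texas red; potency is read from the fitted curve at half-maximal effect; % of control where 0% means no effect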
#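 His-tagged ERG Ets domain (1 uM in the protein solution; 300mM KCl, 50mM Tris-HCl, 1mM EDTA, 1mM DTT, pH 7.5) received compound, then a probe mix of 5 nM fluorescein-DNA and 100nM Texas-615-DNA. Fluorescence polarization was read for both dyes.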
# Starred values were filed as active, the others as inactive; ? = inconclusive; · = not tested or not shown; & = joins results of further samples; [ ] = another dose, or the depositor's remark. Unless noted, calls follow the shape of the dose curve; as a rule, active = well fitted curve in the direction sought with a large enough effect; inconclusive = small, poorly fitted or top-dose-only effect, or another doubt; inactive = no such curve, though single readings can be large; an effect the other way counts as inactive or inconclusive.
(1) CCc1nc(SCC(=O)N2CC(=O)Nc3ccccc32)c2c(C)c(C)sc2n1
(2) O=C(N/C=C\c1ccccc1)NCc1ccc(Cl)cc1
(3) CC(C)c1ccc(NC(=O)CN2C(=O)COc3ccc(S(=O)(=O)N4CCCCCC4)cc32)cc1
(4) COCCn1c(SCC(=O)Nc2cc(C)cc(C)c2)nnc1C(C)C
(5) S=C1SCN(Cc2cccnc2)CN1Cc1cccnc1
(6) CC(/C=N/NC(=O)c1cc(-c2cccnc2)nc2c1c(C)nn2-c1ccccc1)=C\c1ccccc1
(7) CCOC(=O)c1c(CNCCN(CC)CC)n(C)c2cc(Br)c(OC)cc12
(8) CCOc1ccc(CCNC(=O)c2nnc(Cc3cc(OC)c(OC)c(OC)c3)o2)cc1OCC
(9) COc1cc(N2C(=O)CSC23C(=O)N(Cc2ccc(C)cc2)c2ccccc23)cc(OC)c1OC (centres undefined)
(10) O=C(NCc1ccccc1Cl)C1CCCN(c2ncnc3c2nc2n3CCCCC2)C1 (centres undefined)
Compound,1,2,3,4,5,6,7,8,9,10
Pol beta inh,18%,22%,-1%,-8%,0%,23%[57.1 µM],6%,1%,35%,-5%
LDHA inh,-7,3,-1,3,2,-10,-4,0,-7,1
ALOX12 inh,3%,-2%,-7%,-12%,-7%,-19%,?,-1%,-19%,-13%
Anesthetic bind,-13%,?,-27%,-15%,0%,-1%,-11%,-6%,-5%,-14%
RGS4 inh,10%,?,-5%,29%,-5%,10%,11%,22%,16%,39%
APEX1 inh,-2%,10%,·,-6%,-1%,-3%,0%,·,·,0%
POLH inh,0%,-16%,-21%,0%,-19%,-15%,-3%,-21%,0%,-1%
POLK inh,-3%,-4%,4%,-8%,-6%,-12%,-8%,-2%,0%,-6%
ERG Ets-DNA blk,·,12%,6%,2%,2%,3%,15%,-4%,-2%,-4%

(11) Cc1cc(C)n(/C(=C\N(C)C)C(=O)c2ccc(Cl)cc2)n1
(12) CC1=C(C(=O)Nc2ccc(CC(=O)NCc3ccc(OC(C)C)cc3)cc2)SCCO1
(13) CCc1ccccc1NC(=O)CN(C1CCCCC1)S(C)(=O)=O
(14) Cc1nn(-c2cc(N(S(C)(=O)=O)S(C)(=O)=O)c(Cl)cc2Cl)c(=O)n1C
(15) O=C(Cc1c(F)cccc1Cl)Nc1cc(S(=O)(=O)N2CCOCC2)ccc1N1CCOCC1
(16) O=C1CC(c2ccccc2)c2ccc(O)cc2O1 (centres undefined)
(17) COc1ccc(-c2cc(C(=O)NCCN3CCOCC3)no2)cc1OC
(18) CN(C)c1cc(Nc2cccc(O)c2)c([N+](=O)[O-])c2nonc12
(19) CCOc1cc(NC(=S)NCCCN2CCOCC2)c(OCC)cc1NC(=O)c1ccccc1
(20) O=C(COc1ccc(Cl)cc1)NCCS(=O)(=O)N1CCN(c2ccccc2F)CC1
Compound,11,12,13,14,15,16,17,18,19,20
Pol beta inh,30%,-17%,-8%,-25%,·,1%,49%,27%,5%,-22%
LDHA inh,1,0,-4,-7,-4,-2,-6,-2,9,-3
ALOX12 inh,-6%,-13%,-3%,-5%,-17%,-4%,-20%,0%,0%,-4%
Anesthetic bind,-2%,?,-8%,4%,·,?,-2%,4%,-1%,-6%
RGS4 inh,-4%,21%,-11%,-1%,-11%,-1%[11.4 µM],11%,5%,-10%,-11%
APEX1 inh,9%,?,-10%,-2%,9%,-1%,5%,-2%,7%,4%
POLH inh,-13%,2%,-18%,-2%,-22%,-12%,-3%,7%,-7%,0%
POLK inh,11%,12%,-16%,-8%,0%,-13%,-8%,-6%,-17%,-12%
ERG Ets-DNA blk,4%,7%,-13%,-13%,8%,1%,8%,12%,-3%,9%

(21) CCOc1ccc(NC(=O)C2CCCN(S(=O)(=O)c3ccc4c(c3)CCCN4C(C)=O)C2)cc1 (centres undefined)
(22) Cc1cc(C)nc(NS(=O)(=O)c2ccc(NC(=O)c3cc(=O)c4ccc(C)c(C)c4o3)cc2)n1
(23) CSC1=NC2(CCN(C(=O)NC3CCCCC3)CC2)N=C1c1ccc(C)cc1
(24) CCN(Cc1ccccc1)C(=O)c1nn(-c2ccc(OC)cc2)c(=O)c2c1c1ccccc1n2C
(25) CCN(Cc1ccccc1)S(=O)(=O)c1c(N)n(C)c(=O)n(C)c1=O
(26) COc1ccc(-c2[nH]ncc2/C=N\NC(=O)c2cccs2)cc1OC
(27) O=C(NCc1ccccc1)/C(=C/c1ccc([N+](=O)[O-])cc1)NC(=O)c1ccco1
(28) CC(NC(=O)c1ccccc1N)c1ccccc1 (centres undefined)
(29) CC(=O)Oc1ccc(N2C(=O)C3C4C=CC(C5CC45)C3C2=O)cc1[N+](=O)[O-] (centres undefined)
(30) COc1cccc(C2CC(=O)Nc3cc(OC)c(OC)c(OC)c32)c1OC (centres undefined)
Compound,21,22,23,24,25,26,27,28,29,30
Pol beta inh,39%,-19%,-2%,?,17%,0%,50%,5%,14%,4%
LDHA inh,-13,-5,-4,-3&-3,1,-1,-6,-3,-12,14
ALOX12 inh,0%,?,-26%,-15%&-26%,3%,11%,-23%,-8%,-11%,154%[activator]
Anesthetic bind,-21%,?,3%,0%&52%,-5%,-3%,-6%,?,-10%,-12%
RGS4 inh,24%,-20%,-13%,10%&14%,-9%,-9%,-5%,19%,0%,18%
APEX1 inh,-14%,·,·,4%,5%,0%,-3%,2%,8%,-7%
POLH inh,-6%,?,-3%,0%,9%,-18%,-15%,-17%,?,-4%
POLK inh,-9%,-1%,-19%,-4%&-23%,-5%,2%,-8%,2%,?,-1%
ERG Ets-DNA blk,-6%,5%,2%,-1%&1%,-3%,1%,-1%,13%,6%,-9%

(31) CCOC(=O)c1nnn(-c2nonc2-n2cccc2)c1C
(32) COc1ccc(NC(=O)N(C)C[C@H]2Oc3c(NC(=O)NC(C)C)cccc3C(=O)N([C@H](C)CO)C[C@@H]2C)cc1
(33) CC1CC(c2ccccc2)n2nc(NC(=O)c3cccs3)nc2N1 (centres undefined)
(34) O=C(CSc1nccc2ccccc12)N1CCN(c2ccccn2)CC1
(35) CCN(CC(=O)Nc1ccc2c(c1)OCCO2)C(=O)c1cccc(S(=O)(=O)N2CCOCC2)c1
(36) Cc1ccccc1C(=O)Nc1nnc(-c2ccc(C(C)(C)C)cc2)s1
(37) COC(=O)C1CN(S(=O)(=O)c2cc(OC)ccc2OC)CCS1 (centres undefined)
(38) N#Cc1nc(Cc2cccc3ccccc23)oc1NCCN1CCCCC1
Compound,31,32,33,34,35,36,37,38
Pol beta inh,1%,·,7%,1%,24%,-1%,11%,26%
LDHA inh,-2,0,-7,-12,-10,-1,0,-4
ALOX12 inh,-26%,-2%,-8%,-17%,-11%,2%,-16%,?
Anesthetic bind,-5%,·,-18%,-19%,-9%,-9%,-11%,-17%
RGS4 inh,20%,1%,-2%,18%,16%,7%,-22%,-4%
APEX1 inh,-4%,3%,1%,-1%,-3%,-8%,-6%,13%
POLH inh,-20%,-9%,-15%,-4%,-15%,-24%,-12%,-22%
POLK inh,-3%,-4%,0%,-11%,-5%,-8%,-4%,-11%
ERG Ets-DNA blk,-2%,9%,-9%,3%,1%,2%,-3%,3%

# Among those listed so far, these contain two or more sulfur atoms.
(1) CCc1nc(SCC(=O)N2CC(=O)Nc3ccccc32)c2c(C)c(C)sc2n1
(5) S=C1SCN(Cc2cccnc2)CN1Cc1cccnc1
(14) Cc1nn(-c2cc(N(S(C)(=O)=O)S(C)(=O)=O)c(Cl)cc2Cl)c(=O)n1C
(37) COC(=O)C1CN(S(=O)(=O)c2cc(OC)ccc2OC)CCS1 (centres undefined)
Compound,1,5,14,37
Pol beta inh,18%,0%,-25%,11%
LDHA inh,-7,2,-7,0
ALOX12 inh,3%,-7%,-5%,-16%
Anesthetic bind,-13%,0%,4%,-11%
RGS4 inh,10%,-5%,-1%,-22%
APEX1 inh,-2%,-1%,-2%,-6%
POLH inh,0%,-19%,-2%,-12%
POLK inh,-3%,-6%,-8%,-4%
ERG Ets-DNA blk,·,2%,-13%,-3%

# Screening results: PubChem BioAssay, National Center for Advancing Translational Sciences (NCATS)

# An excerpt; the hit share may differ from the screen's.
